# HCMV inh = qHTS Assay for inhibitors of the human cytomegalovirus (HCMV) | HFF cells, HCMV-luciferase reporter, 72 h; hits give low values | activity change, negative = inhibition, % at 57.5 µM | 410,000 tested, 4.5% active; in the data active = activity change below about -60%; inconclusive = no clear call, values can overlap the other calls; inactive = above about -39%
#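 Two-dose cell screen: HFF monolayers treated with compounds and infected with luciferase-expressing HCMV at 1 PFU/cell, 72 h at 37C, then lysed for luciferase measurement.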
# AmpC inh detg = qHTS Inhibitors of AmpC Beta-Lactamase (assay with detergent); P00811; AmpC hydrolysis of nitrocefin, absorbance 480 nm, 0.01% Triton; Potency, µM (titrated, usually from 114 µM), without a hit: top-dose activity change, negative = inhibition, hits mostly inhibitors; 370,000 tested, 0.041% active; AID 485294, 2010;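 also: potency is read from the fitted curve at half-maximal effect; 0% = no-compound wells and -100% = no-enzyme wells; nearly all actives have a fitted effect of over 25% in size; some results filed as inactive show a strong effect at the top dose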
# Target sequence (P00811 whole entry, looked up): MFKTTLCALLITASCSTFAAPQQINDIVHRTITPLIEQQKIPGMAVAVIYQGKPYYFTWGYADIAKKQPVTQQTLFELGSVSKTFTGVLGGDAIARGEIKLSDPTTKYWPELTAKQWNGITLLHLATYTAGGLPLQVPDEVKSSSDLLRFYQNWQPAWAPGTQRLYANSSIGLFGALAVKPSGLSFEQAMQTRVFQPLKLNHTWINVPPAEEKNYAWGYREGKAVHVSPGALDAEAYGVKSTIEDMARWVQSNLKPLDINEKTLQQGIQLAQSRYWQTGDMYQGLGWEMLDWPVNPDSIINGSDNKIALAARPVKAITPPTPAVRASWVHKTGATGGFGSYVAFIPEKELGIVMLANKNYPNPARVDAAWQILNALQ
#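 AmpC (5.3 nM in the dispensed reagent) in 20 mM phosphate pH 7.0 with 0.01% (detergent screen) or 0.0001% Triton X-100 was preincubated with compounds for 15 min at room temperature. Nitrocefin was then added from an 800 uM solution, and hydrolysis was followed at 480 nm.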
# FBPA Giardia inh = qHTS Assay for Inhibitors of Fructose-1,6-bisphosphate Aldolase from Giardia Lamblia; AID 2451, 2010; purified Giardia FBPA; Potency, µM (highest dose often 59.6 µM), without a hit: at the top dose activity, negative = inhibition, hits mostly inhibitors; 290,000 tested, 0.71% active; also: potency is read from the fitted curve at half-maximal effect; nearly all actives have a fitted effect of over 55% in size
# Target sequence (A8B2U2 whole entry, looked up): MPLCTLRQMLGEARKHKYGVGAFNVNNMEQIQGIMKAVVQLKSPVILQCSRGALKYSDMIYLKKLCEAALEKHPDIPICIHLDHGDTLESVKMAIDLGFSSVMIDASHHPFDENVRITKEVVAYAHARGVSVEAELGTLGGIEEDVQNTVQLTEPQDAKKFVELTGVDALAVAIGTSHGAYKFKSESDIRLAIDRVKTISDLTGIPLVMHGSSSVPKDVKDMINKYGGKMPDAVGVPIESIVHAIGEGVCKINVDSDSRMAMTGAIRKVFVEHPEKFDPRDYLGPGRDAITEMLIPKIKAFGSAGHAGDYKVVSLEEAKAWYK
#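 40 nM FBPA preincubated 10 min at RT with compound (up to 57.5 uM final), then substrate plus GAPDH/TPI/NAD/arsenate coupling and diaphorase/resazurin added. Fluorescence read after 20 min at RT, 525/598 nm.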
# AmpC inh no detg = qHTS Inhibitors of AmpC Beta-Lactamase (assay without detergent) | P00811 | 330,000 tested, 0.52% active | AID 485341, 2010 | AmpC nitrocefin hydrolysis, absorbance 480 nm, 0.0001% Triton | Potency, µM (titrated, usually from 57.1 µM), for the others: at the highest dose activity change, negative = inhibition, hits mostly inhibitors;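 also: potency is read from the fitted curve at half-maximal effect; plate controls were no compound for no effect and no enzyme for full effect; nearly all actives have a fitted effect of over 20% in size; some results filed as inactive show a strong effect at the top dose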
#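 AmpC (5.3 nM in the dispensed reagent) in 20 mM phosphate pH 7.0 with 0.01% (detergent screen) or 0.0001% Triton X-100 was preincubated with compounds for 15 min at room temperature. Nitrocefin was then added from an 800 uM solution, and hydrolysis was followed at 480 nm.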
# AMA1-RON2 inh = qHTS for Inhibitors of AMA1-RON; Towards Development of Antimalarial Drug Lead: Primary Screen; Plasmodium falciparum AMA1 (3D7) - RON2 peptide interaction; AlphaScreen AMA1-biotinylated RON2 peptide binding; Potency, µM (top dose mostly 58.2 µM), for inactives: top-dose activity change, negative = inhibition, usual class: inhibitors; 360,000 tested, 0.2% active;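 also: potency is read from the fitted curve at half-maximal effect; 0% = vehicle wells and -100% = peptide control; nearly all actives have a fitted effect of over 45% in size; some results filed as inactive show a strong effect at the top dose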
#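 AMA1 (3D7) with his tag at 25 nM final met compounds first, then biotinylated RON2 peptide at 25 nM; detection used donor plus acceptor beads, 10 µg/mL apiece, read by AlphaScreen after 30 min at room temperature.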
# Sm TGR inh = qHTS Assay for the Inhibitors of Schistosoma Mansoni Peroxiredoxins | 360,000 tested, 3% active | Potency, µM (top dose mostly 114 µM), for the others: at the top dose activity change, negative = inhibition, hits mostly inhibitors | purified TGR, DTNB reduction, TNB absorbance 405 nm | Schistosoma mansoni thioredoxin glutathione reductase (TGR), Q962Y6; also: potency is read from the fitted curve at half-maximal effect; nearly all actives have a fitted effect of over 60% in size
#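 Kinetic colorimetric format: TGR-catalysed, NADPH-driven DTNB reduction monitored via TNB absorbance. Enzyme dispensed at 20 nM; compound exposure 15 min at room temperature before reaction start.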
# * hit, by the source's call; ? = inconclusive; . = not tested or not shown; & = joins results of further samples; [ ] = remark or other dose. Unless noted, calls follow the shape of the dose curve; as a rule, active = well fitted curve in the direction sought with a large enough effect; inconclusive = small, poorly fitted or top-dose-only effect, or another doubt; inactive = no such curve, though single readings can be large; an effect the other way counts as inactive or inconclusive. Unless noted, % is scaled to controls: 0 for no effect and ±100 for the full control effect.
SMILES,HCMV inh,AmpC inh detg,FBPA Giardia inh,AmpC inh no detg,AMA1-RON2 inh,Sm TGR inh
O=C(COC(=O)Cc1ccc(Br)cc1)NC1CCCCCC1,-37,-1%,4%,46%,17%,-9%
CN(C)c1ccc(C(=O)N2CCNC(=O)C2CC(=O)Nc2ccc(F)cc2)cc1 (centres undefined),9,-5%,.,-10%,0%,-22%
Cc1ccc(CCNC(=O)C2CCN(S(=O)(=O)c3ccc4c(c3)NC(=O)CO4)CC2)cc1,-31,2%,.,23%,-6%,-8%
CCOC(=O)[C@H]1[C@H]2COc3ccc(OC)cc3[C@@H]2N2C(=O)c3cc(OC)ccc3NC(=O)[C@@]12C,-15,?,.,-22%,-11%,-35%
CCOCCn1c(CN2CCN(c3ccc(F)cc3)CC2)nc2c1c(=O)n(C)c(=O)n2C,?,-6%,2%,12%,5%,0%[11.4 µM]
CCOc1cc(NC(=S)NCC2CCCO2)c(OCC)cc1NC(=O)c1ccc(C)cc1 (centres undefined),51,-5%,-19%,-19%,-2%,-3%
CCOC(=O)CCP(=O)(O)C(O)c1ccccc1 (centres undefined),36,4%,13%,-12%,6%,0%
COc1ccc(-c2nc(CN3CCN(c4ncccn4)CC3)c(C)o2)cc1C,20,-3%,2%,64%[activator],-6%,1%
CCOC(=O)N1CCN(C(=O)C(=O)NNC(=O)COc2ccc(Cl)cc2)CC1,-16,-7%,2%,-14%,48%[activator],-14%
On1nnc2cc(C(F)(F)F)ccc21,-37,3%,4%,-13%,6%,18%
Cc1cc(C)c(C)c(S(=O)(=O)N2CCN(CC(=O)Nc3ccc([N+](=O)[O-])cc3)CC2)c1C,-5,7%,-2%,-19%,11%,7%
CCOc1ccc(NC(=O)c2oc3ccccc3c2NC(=O)Cc2cccc(C)c2)cc1,10,12%,.,.,.,-8%
O=C(CNC(=O)Cc1ccccc1)NCC(=O)N1CCCCC1,9,-7%,.,-9%,-5%,-1%
Cc1ccc2c(c1)/C(=C/c1ccc(F)cc1)C(=O)N2,-10,-4%,-3%,-20%,-10%,2%
COc1ccc(OCC(=O)NNc2nc3ccccc3s2)cc1,62,-6%,0%,10µM*,35%[activator],-18%
CC1=CCC2C(=O)N(c3ccc(S(N)(=O)=O)cc3)C(=O)C2C1 (centres undefined),-35,0%,1%,-13%,-12%,7%
COc1cccc(OCC(=O)Nc2ccncc2)c1,-24,-10%,1%,-11%,-7%,-25%
COCCNc1nc2nonc2nc1N(C)Cc1cccc2cnccc12,-10,0%,2%,-23%,-2%,6%
O=C(CN1C(=O)C2C3CCC(C3)C2C1=O)N1CCN(Cc2ccccc2)CC1 (centres undefined),-29,-3%,-1%,-2%,-1%,-8%[57.1 µM]
CCCc1nc2ccc([N+](=O)[O-])cc2[nH]1,-34,-8%,-6%,-9%,4%,.
COc1ccc(CCC(C)NCc2ccc(C(F)(F)F)cc2)cc1 (centres undefined),?,-8%,-17%,168%[activator],-1%,1%
CCCCN(CC)CCCNC(=O)C1CCN(c2nc3ccc(CC)cc3s2)CC1,-98*,?,.,.,.,-11%
Cc1ccc(C)c(NC(=S)N(Cc2ccco2)C(C)c2cccs2)c1 (centres undefined),-36,-2%,-17%,-16%,-10%,-13%
COc1ccc(CCNC(=O)Cc2cc(OC)c(OC)cc2[N+](=O)[O-])cc1OC,40,?,4%,0%,1%,9%
Cc1c(CC(=O)NCC(C)C)c(=O)oc2cc3c(cc12)CCC(C)(C)O3,-5,-5%,7%,38%,-10%,5%
# Next part
SMILES,HCMV inh,AmpC inh detg,FBPA Giardia inh,AmpC inh no detg,AMA1-RON2 inh,Sm TGR inh
Cc1ccc(NC2CCCN(C(=O)CN3C(=O)c4ccccc4C3=O)C2)cc1C (centres undefined),21,?,.,83%[activator],-14%,-6%
COc1ccc(/C=C(/C#N)C(=O)Nc2cccc(C)c2C)cc1C(=O)O,-36,-1%,-3%,-5%,-1%,-4%
COc1ccc(C(=O)O)cc1F,27,-10%,10%,-15%,-13%,18%
O=C(COC(=O)/C=C/c1cccc(Cl)c1)Nc1ccc(N2CCOCC2)cc1,8,.,.,-11%,-4%,.
Cc1ccc(S(=O)(=O)N2CCC3(CC2)CC(=O)c2ccccc2O3)cc1,-8,-4%,.,-12%,-10%,-1%
O=C(CCSCCC(=O)Nc1ccccc1F)Nc1ccccc1F,-3,-13%,0%,-32%,7%,-17%
COc1cccc(NC(=O)c2cc(-c3ccncc3)nc3c(C)cc(C)cc23)c1,-31,-12%,-5%,34%,3%,-5%
CCOc1ccccc1Nc1nnc(SCC(=O)NC(=O)c2cccn2C)s1,-5,-2%,-30%,-12%,-12%,6%
COc1ccccc1-c1nnc(SCC(=O)c2ccc(F)cc2)n1-c1ccccc1,-9,-1%,.,.,.,1%
CCOc1ccc(-c2n[nH]c3c2C(c2ccccc2OC)N(c2ccc(Br)cc2)C3=O)cc1 (centres undefined),21,-2%,.,.,.,0%
Cc1cc(NC(=O)C2CC(=O)N(c3cccc(C)c3C)C2)no1 (centres undefined),-25,-4%,8%,-14%,7%,-3%
C/C(=N\Nc1ccc([N+](=O)[O-])cc1)c1cc2ccccc2o1,51,-4%,-7%,-24%,-2%,-2%
CCNC(=O)c1ccccc1CCc1ccccc1,?,1%,2%,-19%,0%,6%
c1ccc(-c2cn(-c3ccccc3)c3ncnc(N4CCCCC4)c23)cc1,12,4%,0%,-21%,?,14%
N#Cc1c[nH]n2c(NC3CCCC3)c(-c3cccc(Cl)c3)nc12,10,1%,.,.,.,-1%
C/C(=N\NC(=O)c1ccc([N+](=O)[O-])c(C)c1)c1ccccc1Cl,4,?,-5%,-14%,55%[activator],0%
CC(NS(=O)(=O)c1ccccc1)C(c1cccs1)N1CCOCC1 (centres undefined),1,-1%,-1%,0%,6%,3%
CS(=O)(=O)N(Cc1ccccc1F)c1ccccc1,36,0%,-7%,0%,0%,-36%
COc1ccc(C(=O)NCc2cccc(Cl)c2)cc1S(=O)(=O)N1CCOCC1,-22,-5%,.,-4%,7%,-13%
COc1ccc(-n2nc(C(=O)NCC(=O)NCC3CCCO3)c3ccccc3c2=O)c(OC)c1 (centres undefined),51,0%,-1%,-12%,0%,0%
O=C(O)COc1cccc(NC(=O)c2ccccc2)c1,10,-8%,10%,-12%,-1%,4%
O=C(O)c1c2c(nc3ccc(Cl)cc13)CCC2,4,-1%,-7%,-12%,12%,-4%
CCc1ccc(C(=O)N/N=C/c2ccncc2)s1,38,?,1%,-20%,3%,-7%
Cc1cccc(C)c1NC(=O)C1CCCN1S(=O)(=O)c1ccc2c(c1)n(C)c(=O)c(=O)n2C (centres undefined),.,-14%,-16%,-7%,-8%,6%
CC1CCc2c(sc(NC(=O)C3=COCCO3)c2C(N)=O)C1 (centres undefined),7,-5%,.,51%,22%,-21%
# (list continues)
SMILES,HCMV inh,AmpC inh detg,FBPA Giardia inh,AmpC inh no detg,AMA1-RON2 inh,Sm TGR inh
C[C@H](NC(=O)[C@@H]1CSC2c3ccccc3C(=O)N21)C(=O)NCCc1ccc(F)cc1 (some centres undefined),41,-9%,.,43%,0%,-9%
NS(=O)(=O)c1ccc(CNC(=O)C23CC4CC(CC(C4)C2)C3)cc1,22,-2%,-1%,1%,-10%,9%
CC(C)(C)[C@H]1C=C(C(=O)N2CCN(Cc3ccccc3)CC2)O[C@@H](OCc2ccc(CO)cc2)C1,-32,7%,-7%,156%[activator],4%,-32%
OC(CNCc1cccnc1)COc1ccc2ccccc2c1 (centres undefined),-1,-11%,-7%,2%,-1%,-2%
OC(COc1ccc(Cl)cc1)CSc1ccccn1 (centres undefined),-10,1%,-4%,-5%,3%,-6%
O=C(CNCCO)NC12CC3CC(CC(C3)C1)C2,56,-12%,-5%,-4%,1%,5%
CC(C)c1ccc2c(c1)CC[C@H]1[C@](C)(CN)CCC[C@]21C,-98*,.,-1%,.,2%&-1%,.
CCOC(=O)c1ccc(N2C(=O)C3CCCN3C2=S)cc1 (centres undefined),0,?,.,-18%,35µM*,9%
O=C(NC1CCCC1)C1CCN(S(=O)(=O)N2CCCCC2)CC1,16,1%,2%,-8%,0%,6%
CC(C)(C)c1ccc(C(=O)NCC(=O)OCC(=O)NC(=O)NC2CCCC2)cc1,19,-1%,.,-8%,5%[11.6 µM],-7%
CN1CCN(C(=O)Nc2cccc(Cl)c2)c2cccnc21,-3,2%,.,.,.,3%
CC1=C/C(=N\NC(=S)Nc2cccnc2)CC(C)(C)C1,-72*,-14%,3%,-7%,14%,3%
CC(=O)NC1C(=O)N=C(SC(C)C(=O)Nc2cccc(Cl)c2)NC1=O (centres undefined),-23,3%,7%,-21%,0%,0%
Cc1cc(C(=O)Nc2cccc([N+](=O)[O-])c2)c(C)o1,-25,?,-3%,-33%,-4%,0%
CCc1cccc(CC)c1NC(=S)NCCc1c(C)[nH]c2ccccc12,-71*,-2%,-9%,-41%,51%[activator],-4%
COc1ccc(N2C(=O)CC(N3CCN(c4nc5ccccc5s4)CC3)C2=O)cc1 (centres undefined),-28,-8%,-1%,195%[activator],5%,20µM*
O=S(=O)(/C=C/c1ccccc1)NC1CCCCCCC1,-11,-2%,-3%,-22%,21%,-4%
Cc1ccc(C)c(Cn2nnc3c(=O)[nH]c(C4CCCN(C(=O)C5CCCCC5)C4)nc32)c1 (centres undefined),-19,2%,5%,38%,8%,4%
CCn1ccc(C(=O)NC2=C(C#N)CCC2)n1,1,1%,.,-1%,23%,-4%

# Part of the list above, with bars between the fields:
Structure | HCMV inh | AmpC inh detg | FBPA Giardia inh | AmpC inh no detg | AMA1-RON2 inh | Sm TGR inh
Cc1cc(C(=O)Nc2cccc([N+](=O)[O-])c2)c(C)o1 | -25 | ? | -3% | -33% | -4% | 0%
O=C(NC1CCCC1)C1CCN(S(=O)(=O)N2CCCCC2)CC1 | 16 | 1% | 2% | -8% | 0% | 6%

# An excerpt of these results, with each value named.
> O=C(CNCCO)NC12CC3CC(CC(C3)C1)C2
  HCMV inh = 56 | AmpC inh detg = -12% | FBPA Giardia inh = -5% | AmpC inh no detg = -4% | AMA1-RON2 inh = 1% | Sm TGR inh = 5%
> CC(C)c1ccc2c(c1)CC[C@H]1[C@](C)(CN)CCC[C@]21C
  HCMV inh = -98* | AmpC inh detg = . | FBPA Giardia inh = -1% | AmpC inh no detg = . | AMA1-RON2 inh = 2%&-1% | Sm TGR inh = .
> CCOC(=O)c1ccc(N2C(=O)C3CCCN3C2=S)cc1 (centres undefined)
  HCMV inh = 0 | AmpC inh detg = ? | FBPA Giardia inh = . | AmpC inh no detg = -18% | AMA1-RON2 inh = 35µM* | Sm TGR inh = 9%

# Hits appear at their usual frequency, and some 7.8% of all compounds hit somewhere here.
